# FXIIa inh 1536: human FXIIa protease inhibitors, primary screen, biochemical, 1536-well. purified FXIIa, Boc-QGR-AMC fluorogenic substrate, 2 h. inhibition, % at 5 µM. 220,000 compounds, 0.3% hits. AID 800, 2007; in the data active = inhibition above about 40%;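 note: 0% = enzyme with no compound and 100% = blank without enzyme; many of its hits are not listed in these tables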
# FXIa inh 1536: human FXIa protease inhibitors, primary screen, biochemical, 1536-well; 220,000 compounds, 0.14% hits; purified FXIa, Boc-Glu-Ala-Arg-AMC fluorogenic substrate; Coagulation factor XI (Homo sapiens), P03951; AID 798, 2007; inhibition, % at 5 µM;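 active = inhibition of at least 40%; inactive = inhibition below 40%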;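 note: fluorescence of freed AMC excited at 355 nm; 0% = enzyme without compound and 100% = no enzyme blank; many of its hits are not listed in these tables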
# Hck-Nef inh: inhibitors of Nef-activated human Hck kinase, primary screen, biochemical, Z-Lyte FRET, 384-well, Hck-YEEI; Recombinant Hck-YEEI plus Nef, Z-Lyte FRET kinase assay; inhibition, % at 20 µM; 220,000 compounds, 0.68% hits; AID 463187, 2010;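 active = Hck-Nef kinase inhibition above about 50%, limit read from the data; inactive = inhibition below that limit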;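 note: 0% = DMSO with Hck plus Nef and 100% = Hck alone without Nef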
# Thrombin inh: human alpha-thrombin inhibitors, primary screen, counter-screen for coagulation protease inhibitor project, biochemical, 1536-well, fluorogenic AMC substrate | 220,000 compounds, 0.26% hits | inhibition, % at 5 µM | Boc-VPR-AMC fluorogenic substrate cleavage | Prothrombin (Homo sapiens), P00734;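 active = inhibition at or above 40%; inactive = inhibition below 40%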;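 note: 0% = enzyme with no compound and 100% = wells without enzyme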
#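 Material: human alpha-thrombin protein. Incubation: reaction at ambient temperature. Technique: fluorescence of released AMC, ex 355 nm, em 460 nm. Control set: no-compound enzyme wells and no-enzyme blanks. Also added: Boc-VPR-AMC substrate, 15 µM final. Buffer or medium: pH 7.5 Tris (50 mM) with NaCl 150 mM, Tween 20 0.05%.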
# Runt-SMMHC FRET: inhibitors of RUNX1 Runt–CBFb-SMMHC binding, primary screen, biochemical, FRET, Cerulean-Runt, Venus-CBFb-SMMHC, uHTS. Runt-related transcription factor 1 (Homo sapiens) + Core-binding factor subunit beta …. Cerulean-Runt/Venus-CBFb-SMMHC FRET ratio 530/480, 1 h. inhibition, % at 20 µM. 220,000 compounds, 0.74% hits. AID 1434, 2008;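 active = mean inhibition across duplicate retests at 20 µM reaching about 50%, limit read from the data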;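 note: 0% = DMSO wells and 100% = wells with excess untagged CBFb-SMMHC; inhibitors lower the FRET ratio by blocking Runt binding to CBFb-SMMHC; some results filed as inactive read as strong as hits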
# Target sequence (Q01196 whole entry, looked up): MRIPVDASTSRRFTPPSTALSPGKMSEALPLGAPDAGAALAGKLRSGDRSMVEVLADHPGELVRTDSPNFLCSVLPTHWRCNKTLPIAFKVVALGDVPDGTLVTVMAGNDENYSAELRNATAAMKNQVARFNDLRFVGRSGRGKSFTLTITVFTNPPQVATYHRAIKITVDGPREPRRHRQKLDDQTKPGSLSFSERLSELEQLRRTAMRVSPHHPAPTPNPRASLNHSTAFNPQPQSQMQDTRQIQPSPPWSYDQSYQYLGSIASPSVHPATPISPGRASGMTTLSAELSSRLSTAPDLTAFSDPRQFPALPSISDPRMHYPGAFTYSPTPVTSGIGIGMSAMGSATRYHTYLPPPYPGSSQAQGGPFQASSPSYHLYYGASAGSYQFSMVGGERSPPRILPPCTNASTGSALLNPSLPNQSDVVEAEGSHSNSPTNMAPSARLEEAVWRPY
# Target sequence (Q13951 whole entry, looked up): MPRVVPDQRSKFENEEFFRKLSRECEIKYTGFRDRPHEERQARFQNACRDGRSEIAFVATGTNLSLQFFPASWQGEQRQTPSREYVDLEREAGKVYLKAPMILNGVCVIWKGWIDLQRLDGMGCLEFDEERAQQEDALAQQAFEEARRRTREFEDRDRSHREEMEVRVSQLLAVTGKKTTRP
# 14-3-3 Bad inh: inhibitors of 14-3-3 zeta/Bad binding, primary screen, biochemical, TR-FRET, bovine 14-3-3 zeta. TR-FRET 14-3-3zeta/Dy647-pBad peptide displacement, 1 h. 220,000 compounds, 0.71% hits. AID 781, 2007. 14-3-3 protein zeta/delta (Bos taurus), P63103. inhibition, % at 21.7 µM;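 active = inhibition above about 70%, limit read from the data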;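 note: 0% = full 14-3-3 plus peptide FRET controls and 100% = background without 14-3-3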
# Target sequence (P63103 whole entry, looked up): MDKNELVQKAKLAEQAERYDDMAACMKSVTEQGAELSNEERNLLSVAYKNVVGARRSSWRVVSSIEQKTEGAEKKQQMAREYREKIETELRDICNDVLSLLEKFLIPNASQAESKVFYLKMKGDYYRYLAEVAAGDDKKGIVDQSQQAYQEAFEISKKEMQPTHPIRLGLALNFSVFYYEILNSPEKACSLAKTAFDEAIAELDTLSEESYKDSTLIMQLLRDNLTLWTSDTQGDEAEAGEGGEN
# KLK5 inh: human KLK5 protease inhibitors, primary screen, biochemical, 1536-well | inhibition, % at 5 µM | Kallikrein-5 (Homo sapiens), Q9Y337 | 210,000 compounds, 0.59% hits | AID 873, 2007 | recombinant hK5, fluorogenic AMC substrate cleavage;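 active = inhibition of 40% or more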;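 note: 0% = enzyme controls without compound and 100% = no-enzyme blanks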
# Wee1 degr inh: Wee1 degradation inhibitors, primary screen, cell-based, HeLa, Wee1K328M-luciferase, luminescence; HeLa Luc-Wee1K328M stability; 100% = proteasome inhibitor MG132 effect; reporter increase, % at 5 µM; 220,000 compounds, 1.2% hits; Wee1-like protein kinase (Homo sapiens), P30291; AID 1321, 2008;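 active = activation above the mean of all tested compounds plus 3 SD, set per screening run, cut at about 8.8% in these data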;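 note: cells exposed to compound for 20 h before luminescence read; 0% = DMSO alone and 100% = MG132 at 30 µM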
# Runt-CBFb FRET: inhibitors of RUNX1 Runt–CBFb binding, primary screen, biochemical, FRET, Cerulean-Runt, Venus-CBFb, uHTS; Runt-related transcription factor 1 (Homo sapiens) + Core-binding factor subunit beta …; Cerulean-Runt/Venus-CBFb FRET ratio 530/480, 1 h; inhibition, % at 20 µM; 220,000 compounds, 0.46% hits; AID 1496, 2009;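 active = inhibition over about 50% at 20 µM in the single-dose screen, limit read from the data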;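 note: 0% = DMSO wells and 100% = excess unlabeled CBFb competitor control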
#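 Schedule: protein complex preformed 1 h, compound exposure 1 h, room temperature, dark; test system: Cerulean-labeled Runt domain protein; amount: 100 nM per protein; buffer or medium: Tris 50 mM pH 7.5, KCl, K2SO4, 0.01% BSA; read-out: loss of energy transfer signal; detection: FRET fluorescence; controls: 5 µM unlabeled CBFb as full-inhibition high control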
# An asterisk follows results filed as active; · = no result given; [ ] = remark or other dose.
# Results follow in this order: FXIIa inh 1536	FXIa inh 1536	Hck-Nef inh	Thrombin inh	Runt-SMMHC FRET	14-3-3 Bad inh	KLK5 inh	Wee1 degr inh	Runt-CBFb FRET
- Cc1cccc(CCNC(=O)c2nnc(Cc3ccc(Cl)cc3)o2)c1
  10	7	-5	2	3	4[fluorescence artefact?]	-1	-1	-3
- CN(C)c1nc(OCCNC(=O)COc2ccc(Cl)cc2Cl)nc(N2CCOCC2)n1
  -8	4	8	-3	-9	-7	-16	-3	-2
- COC(=O)CCC(=O)OC1(C)C(=O)C2=CN(CCN3CCOCC3)C(c3ccc(OC)cc3)=CC2=C(Br)C1=O (centres undefined)
  8	4	12	-8	19	-2	0	·	8
- Clc1ccc(-c2cn3cc(Br)ccc3n2)cc1Cl
  -2	-1	3	-3	-6	-3[fluorescence artefact?]	3	2	-1
- CCCCC(=O)NC(=S)Nc1cccc(Cl)c1N1CCCCC1
  9	5	7	-5	3	-9[fluorescence artefact?]	-16	1	1
- Cc1ccccc1OCCC(=O)OCC(=O)NC(C)c1ccccc1 (centres undefined)
  -1	-2	-9	-3	-3	1	-7	0	0
- COC(=O)CSc1ncnc2c1sc1nc3c(cc12)COC(C)(C)C3
  11	3	4	1	-3	2	·	4	1
- Cc1ccccc1C(=O)Nc1cccc(-c2cn3ccccc3n2)c1
  ·	0	-3	-1	-5	-5	4	3	0
- O=C1NN=C(c2ccc(Cl)cc2)CC1c1cccc(Br)c1 (centres undefined)
  2	-3	28	3	-3	-6	-6	-1	0
- COc1ccc(NC(=O)CNC(=O)c2c(C)nn(C)c2Cl)cc1
  7	-4	2	-2	4	-5	0	-3	-1
- COCCN(Cc1cc2ccc(C)cc2n2nnnc12)Cc1nnnn1C(C)(C)C
  17	7	9	0	-6	-4[fluorescence artefact?]	-10	-1	-6
- COc1ccc2c(Cl)c(C(=O)N/N=C/c3ccc4c(c3)OCO4)sc2c1
  15	3	2	1	-11	73*[fluorescence artefact?]	-12	-1	·
- CC1(C)CC2CC(C)(CN2C(=O)C23CCC(C)(C(=O)O2)C3(C)C)C1 (centres undefined)
  31	22	4	1	0	5	2	-1	-1
- O=C1CC(c2ccc(F)cc2)CC2=C1C=Nc1ccccc1N2 (centres undefined)
  8	-1	18	-3	2	-5	1	-1	-1
- CCc1nc2ccccc2n1CC(=O)N(C(C)CC)C1CCS(=O)(=O)C1 (centres undefined)
  21	4	-4	1	-7	4	-5	-1	-2
- COc1ccccc1[C@@H]1C(c2cccc(Cl)c2)=NN(c2ccccc2)[C@H]1C(=O)N1CCOC1=O
  6	3	8	1	73*	-10[fluorescence artefact?]	-19	0	32
- COc1cccc(/C=N/NC(=O)c2c(C)nc3ccc(Br)cn23)c1O
  11	4	21	8	-34	-16	4	-1	-16
- CCn1c(SCc2nc3scc(-c4ccccc4)c3c(=O)[nH]2)nnc1-c1ccc(Cl)cc1
  14	6	6	-6	-7	-6	-12	4	-7
- CSc1cccc(NC(=O)COc2ccccc2)c1
  10	1	-1	0	2	8	6	1	1
- Cc1cc(C)n2c(SCC(=O)NCc3ccc4c(c3)OCO4)nnc2n1
  16	2	-3	2	1	4	3	3	17
- O=C1CCCc2ccccc2N1Cc1cccc(F)c1
  6	1	24	·	-6	-7	0	0	1
- Cc1n(-c2ccccc2)c2ccc(Cl)cc2[n+]1CCO
  6	-5	21	-6	8	11	-3	0	-14
- COc1ccc(Br)cc1C1Nc2ccccc2C(=O)N1NC(=O)c1ccncc1 (centres undefined)
  6	4	0	-6	-5	8	-2	-1	-1
- COc1ccc(-c2nc3ccccc3c(C(=O)Nc3ccc(S(=O)(=O)Nc4cc(C)on4)cc3)c2C)cc1
  21	11	2	4	-4	9	5	-3	-2
- COc1ccc(NCc2nnc(SCC(=O)Nc3ccc(OC)cc3OC)o2)cc1
  4	-1	25	-1	1	-13	12	0	3
- O=C(Nc1ccccc1C(=O)NC(Cc1ccc(O)cc1)C(=O)O)c1ccccc1 (centres undefined)
  6	0	-15	1	0	2	-2	6	0
- CCCOc1ccc(N2C(=O)CC(N3CCCC(C(=O)N4CCCC4)C3)C2=O)cc1 (centres undefined)
  -2	-4	5	-9	0	-1	-17	1	1
- O=C(NCCO)c1cccc2c1-c1ccccc1C2=O
  11	6	2	-2	-1	4	-5	4	2
- COc1ccc(C2C(C#N)=C(N)Oc3c2oc(CO)cc3=O)cc1 (centres undefined)
  ·	-1	-9	-2	-16	-7	0	3	-22
- CCOC(=O)c1ccc(-c2ccc(/C=N/NC(=O)Cc3nnc(N)s3)o2)cc1
  4	1	5	-2	-3	5	0	0	10
- Cc1[nH]c2ccccc2c1C(=O)C(=O)NCC1CCCO1 (centres undefined)
  7	-19	18	1	2	-18	-24	0	-1
- COc1ccccc1NC(=O)c1cc(Sc2nncn2C)nc2ccccc12
  13	-4	2	-3	4	-2	19	2	2
- O=C(CSc1nnc(-c2ccccc2O)o1)N1CCc2ccccc2C1
  11	-8	-2	-2	0	-11	-7	-1	2
- Nc1n[nH]c(N)c1N=Nc1ccccc1
  3	-1	24	3	-3	-4	1	2	-2
- Cc1cccc(NC(=O)CSc2nc3ccccc3o2)c1
  14	1	0	-1	0	3[fluorescence artefact?]	-16	4	1
- CCSc1nnc(NC(=O)C(C(F)(F)F)C(F)(F)F)s1
  1	-3	4	-5	3	67[fluorescence artefact?]	-7	-2	-3
- Cc1noc(C)c1CSc1nc2ccccc2nc1NS(=O)(=O)c1ccc(Cl)cc1
  6	-2	0	-17	-9	46[fluorescence artefact?]	-18	-1	-7
- CCOC(=O)c1c(-c2ccc(-c3ccccc3)cc2)csc1NC(=O)c1cccc(N2C(=O)CCC2=O)c1
  7	4	3	-6	-5	-22[fluorescence artefact?]	-7	-1	-2
- NC(=O)N1CCCC1C(=O)Nc1ccc(Cl)c(Cl)c1 (centres undefined)
  1	-5	5	-2	-2	-9	-10	2	2
- c1ccc2c(NCC3CCCO3)nc(-c3ccncc3)nc2c1 (centres undefined)
  20	6	8	4	3	-2	17	0	2
- CCO[C@@H]1OC(C(=O)N2CCN(Cc3ccc4c(c3)OCO4)CC2)=C[C@H](c2cn(C(C)=O)c3ccccc23)[C@H]1CCCO
  8	-2	1	-4	-1	-2	-2	-1	-1
- O=C(NC1CCN(Cc2ccccc2)CC1)C1CCCN(S(=O)(=O)c2cccc3nonc23)C1 (centres undefined)
  15	3	0	5	-6	0	-11	4	2
- CCOC(=O)c1cccc(NC(=O)CN(c2ccc(C)cc2)S(=O)(=O)c2c(C)n[nH]c2C)c1
  17	6	0	0	-3	-7	-8	0	-4
- CC(=O)N1C(=O)N(C)C2C1N(C)C(=O)N2C(C)=O (centres undefined)
  6	-1	-1	-1	1	-10	-8	1	0
- CCOC(=O)C1(Cc2cccc(OC)c2)CCN(Cc2cccn2-c2nccs2)CC1
  2	-4	-3	-7	3	-1	·	2	1
- Cc1ccc(N2C(=O)c3ccccc3NC2C(C)Cc2ccc3c(c2)OCO3)cc1 (centres undefined)
  12	3	4	28	10	-4	19	7	0
- CCOc1ccccc1N1CCN(C(=O)/C=C/c2cccc([N+](=O)[O-])c2)CC1
  11	0	3	-8	4	0	2	-1	-4
- CN1CCN(c2ccc(Cl)cc2NC(=O)CCN2C(=O)c3ccccc3C2=O)CC1
  4	1	17	-4	-2	34	5	1	0
- COc1cccc(C2NC(=S)NC3=C2CCc2ccccc23)c1 (centres undefined)
  14	7	1	-1	-5	-3	-7	1	5
- CCCC(=O)Nc1c(C(=O)OCC)[nH]c2ccccc12
  13	-4	31	-3	2	1	0	1	1

# (continued)
# Results follow in this order: FXIIa inh 1536	FXIa inh 1536	Hck-Nef inh	Thrombin inh	Runt-SMMHC FRET	14-3-3 Bad inh	KLK5 inh	Wee1 degr inh	Runt-CBFb FRET
- CCCCC(=O)NC(=S)Nc1cccc(NC(=O)c2ccco2)c1
  24	26	2	-1	1	5	-9	-3	-2
- O=C(NC(=S)NCC1CCCO1)c1ccc(Cl)cc1Cl (centres undefined)
  -1	0	1	-8	5	-4[fluorescence artefact?]	-36	0	-1
- CCN(CC)C(=S)SCC(=O)c1ccccc1
  16	5	0	7	1	-13	-13	2	-3
- CCOc1ccccc1NC(=O)NC(C)c1ccncc1 (centres undefined)
  6	-1	5	-4	0	-16	·	3	-1
- COc1ccc(OCC(=O)NC(=S)Nc2ccc(S(=O)(=O)Nc3cc(OC)nc(OC)n3)cc2)cc1
  8	5	1	-2	-2	-1	-10	-3	-3
- CCOC(=O)C1(Cc2ccc(OC)cc2)CCN(C(=O)CCn2cccn2)CC1
  3	-1	18	0	1	2	1	7	1
- Cc1nn(CCC(=O)NNC(=S)Nc2ccc([N+](=O)[O-])cc2)c(C)c1[N+](=O)[O-]
  9	5	15	·	0	-15	-14	-2	6
- O=C(Cc1ccc(Cl)cc1)NNC(=O)c1cnccn1
  10	9	1	1	3	-15	-24	2	2
- NC(=O)c1cc(S(=O)(=O)Nc2cccc(F)c2)co1
  -5	-12	-1	-11	-1	1[fluorescence artefact?]	-9	3	1
- Cc1cc(NC(=O)c2ccco2)ncc1NC(=O)CCc1ccccc1
  7	-6	1	1	3	4	10	-4	2
- COc1ccccc1S(=O)(=O)Nc1cc(S(=O)(=O)N2CCCCC2)ccc1N1CCOCC1
  -3	-7	21	-16	-2	4	-5	2	-2
- Cc1ccc(C(=O)Nc2ccc(N3CCN(S(C)(=O)=O)CC3)cc2)cc1C
  10	-1	24	0	·	-3	3	1	·
- C#CCOCCOCCOCCNc1nc(N2CCOCC2)nc(N2CCN(C(=O)[C@H](Cc3cc4ccccc4[nH]3)n3cc([C@@H](N)Cc4ccc(O)cc4)nn3)CC2)n1
  5	2	5	3	3	8	4	2	1
- COc1ccc(-n2c(Cc3cccn3C)nnc2SCC(=O)Nc2ccccc2F)cc1
  9	0	0	-6	2	7	-4	-1	3

# Bioassay records as filed in PubChem.

# The order is random, and some 4.2% of all compounds hit somewhere here.
